PhoP inhibition: inhibitors of PhoP regulon expression, primary screen, Salmonella Typhimurium, GFP reporter (AID 1863); S. Typhimurium PhoP-regulated promoter GFP reporter, 4 h; higher % means a stronger effect; one-dose inhibition, % at 50 µM; IC50 in µM for titrated hits; 300,000 compounds, 0.16% hits;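 active = inhibition over 29.93%, a cutoff 3 SD above the screen mean, later confirmed by dose response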;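 also: 0% = low Mg2+ inducing control and 100% = high Mg2+ repressing control; strong numbers were not always called active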
ER stress rescue: protection against thapsigargin-triggered cell killing – 384-well, CSM14.1, ATP luminescence, primary screen (AID 1222). CSM14.1 thapsigargin-induced death rescue, ATP luminescence; higher % means a stronger effect. cellular ATP content (survival), % at 20 µM; hits with a dose series show EC50 in µM. 190,000 tested, under 10 active;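 active = EC50 below 50 µM in the dose-response confirmation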;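 also: death triggered by thapsigargin at about 15 µM added after 2 h compound pretreatment; cell ATP read after overnight thapsigargin exposure of roughly 18 to 22 hours; normalized against plate controls of thapsigargin alone and 5% DMSO vehicle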
Autophagy mod: alters autophagy in cells. AID 463193. MEF GFP-LC3 puncta imaging; test concentration mostly 10 µM. calls only at 10 µM (by protocol). 190,000 compounds, 0.98% hits;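 active = percentage of spot-positive cells more than 3 SD above its plate mean, without a fluorescence outlier flag or 80% toxicity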;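 also: spot-positive cell cutoff set from DMSO-treated cells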
MT stabilize HCS: microtubule stabilization, imaging screen; 200,000 compounds, 0.83% hits; HeLa tubulin immunostaining HCS, 24 h; share of cells brighter than vehicle mean+2SD; % tubulin-high responders, % at 10 µM;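 active = plate Z-score above 3 for both tubulin-high and condensed-nucleus cell shares, with cell loss under 80%, at 10 µM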;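 also: anti alpha tubulin signal scored within the nucleus-defined area of each cell; some results filed as inactive read as strong as hits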
Lipid droplet: hepatic lipid droplet formation modulation | AML12 mouse hepatocytes, oleate lipid droplets, BODIPY imaging | inhibition, % at 6.5 µM | 240,000 compounds, 0.4% hits | AID 1656;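 active = lipid droplet intensity inhibited by at least 50%, with more than 500 cells counted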
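Assay system: AML12 mouse liver cells | Compound dosing: One dose, 6.5 µM compound | Read-out basis: Droplet intensity reduction, % inhibition | Measured by: Fluorescence imaging, 20x objective, two fields per well | Schedule: Overnight treatment with compound plus oleate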
T cell modulator: T cell immune modulation candidate; 330,000 compounds, 0.068% hits; calls only at 7 µM; 2C CD8+ T cell-vesicle binding, flow cytometry; stronger effect = lower value;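 active = response, share of CD8 T cells binding vesicles, and their 90th percentile fluorescence all below set limits, cut at about 80% in these data, passing the limit was not always enough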
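Benchmarks: naked versus QL9-loaded vesicles / Assay system: purified 2C TCR transgenic mouse naive CD8+ T cells / Technique: high-throughput flow cytometry with anti-B7-1 and anti-CD8 staining / Timing: Cell–vesicle co-incubation 1.5 h at 37 °C, staining 20 min on ice / Read-out: percent CD8+ FL2 mean versus row control / Probe or stimulus: QL9-loaded Drosophila micro-vesicles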
Dynein cargo inh: blocks dynein driven cargo transport along microtubules | 3617.4 mouse cells, GR-EGFP nuclear translocation imaging; test concentration mostly 20 µM; stimulated with dexamethasone, 1 µM; stronger effect = lower value | z-score, hits read low | 220,000 compounds, 0.47% hits | AID 1381;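 active = plate z-score of nuclear minus cytoplasmic receptor signal below a set negative limit, without overly bright fluorescence or cell loss, cut at about -3.5 in these data, passing the limit was not always enough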;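 also: z-score of nuclear minus cytoplasmic ring GR-EGFP intensity difference per well; some compounds called inactive have numbers as strong as hits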
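Buffer or medium: tet-free medium with charcoal-stripped serum / Also added: dexamethasone agonist, 1.0 µM final, for 30 min / Timing: induction 48 h, compound 1 h, agonist 30 min / Measured by: high-content fluorescence imaging after fixation / Read-out: nuclear-to-cytoplasmic GR-EGFP distribution per well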
Ins promoter up: MIN6 insulin promoter up-regulation. MIN6 insulin promoter-GFP reporter, high-content imaging; stronger effect = higher value. z-score at 5 µM. 190,000 compounds, 0.3% hits;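 active = z-score above 3 at 5 µM with at least 500 cells counted in the well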
b-catenin transl: alters nuclear translocation of beta-catenin in HeLa cells. immunofluorescence imaging. nuclear translocation activity, % at 5 µM. 190,000 compounds, 0.3% hits. AID 1665;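 active = nuclear translocation activity above 50% at 5 µM, with a well cell count of 50 or more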;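 also: per-cell ratio of nuclear to cytoplasmic median beta-catenin stain intensity; plate controls were DMSO negative control for no effect and GSK-3 inhibitor IX positive control for full effect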
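Assay system: human HeLa cells, native beta-catenin; doses: 5 µM primary, 0.02–20 µM confirmation; incubation: compound treatment 24 h, 37°C, 5% CO2; technique: fluorescence imaging of beta-catenin antibody stain plus DAPI; measure: % activation, nuclear-to-cytoplasmic median beta-catenin signal ratio per cell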
Dynein cargo inh cytoplasmic EGFP: second read-out of Dynein cargo inh, no call of its own (marks repeat the call); z-score; measured here: cytoplasmic GR-EGFP intensity; stronger effect = higher value
Dynein cargo inh nuclear GR-EGFP: further read-out of Dynein cargo inh, marked with its call; z-score; measured here: nuclear GR-EGFP intensity;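 lower value marks the stronger effect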
Dynein cargo inh cell count: second read-out of Dynein cargo inh, no call of its own (marks repeat the call); z-score; measured here: cell count per field
Ins promoter up cell count: also measured in Ins promoter up; calls as there; cell count; measured here: cytotoxicity, nuclei count;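 total cells summed across four imaged fields per well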
Lipid droplet cells 6.5 µM: further read-out of Lipid droplet, marked with its call; cell count; measured here: cell count, cytotoxicity flag;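 cells counted across two imaged fields per well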
b-catenin transl cell count 5 µM: further read-out of b-catenin transl, marked with its call; cell count; measured here: cell count, cytotoxicity flag
T cell modulator vesicle-bound %: also measured in T cell modulator; calls as there; double positive events, %; measured here: CD8+ vesicle-bound cell fraction;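 binding gate set so that unloaded-vesicle control wells show 10% double positive cells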
MT stabilize HCS Hoechst-high %: further read-out of MT stabilize HCS, marked with its call; % Hoechst-high responders; measured here: nuclear condensation Hoechst responders;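 share of cells brighter than vehicle mean plus two SD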
MT stabilize HCS cytotoxicity %: second read-out of MT stabilize HCS, no call of its own (marks repeat the call); toxicity, %; measured here: cytotoxicity by cell density;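 0% = mean cell density of plate MIN control wells and 100% = no cells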
Autophagy mod cell loss 18 h: further read-out of Autophagy mod, marked with its call; toxicity, %; measured here: cell loss, nuclei count;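 cell loss after 18 h compound exposure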
The depositor's hits bear a star; i = inactive; . = not tested or not shown. Rows were taken by chance; about 3% have a hit in one of these screens.

entry	structure	PhoP inhibition	ER stress rescue	Autophagy mod	Autophagy mod cell loss 18 h	MT stabilize HCS	MT stabilize HCS Hoechst-high %	MT stabilize HCS cytotoxicity %	Lipid droplet	Lipid droplet cells 6.5 µM	T cell modulator	T cell modulator vesicle-bound %	Dynein cargo inh	Dynein cargo inh cytoplasmic EGFP	Dynein cargo inh nuclear GR-EGFP	Dynein cargo inh cell count	Ins promoter up	Ins promoter up cell count	b-catenin transl	b-catenin transl cell count 5 µM
1	NC(=O)C1(N2CCCCC2)CCN(C(=O)c2ccc(C#Cc3ccccc3)o2)CC1	9%	-7.8%	i	6	3.6	2.1	9.8	.	.	i	3	0.71	0.63	0.21	0.45	-0.51	1619	1.2	1318
2	Cc1cc(COc2ccccc2O)on1	15%	0.1%	i	1	1.1	1.7	4.3	-6	732	i	38	-0.69	-0.23	-0.18	0.71	-0.22	991	.	.
3	O=C(Cn1cc([N+](=O)[O-])cn1)Nc1nccs1	-2%	0.4%	i	5	2.3	2.0	6.3	-4	730	i	30	-1.1	-0.31	-0.46	1.8	.	.	0.9	979
4	C/C(=N\NS(=O)(=O)c1ccc([N+](=O)[O-])cc1)c1cccs1	-2%	0.3%	i	-34	1.5	1.5	4.0	0	663	i	11	-0.35	-0.31	-0.28	0.61	.	.	-1.7	1097
5	Cc1nc(C(F)(F)F)c(C(=O)NC(=O)Nc2ccccc2)s1	-2%	-2.4%	i	16	3.6	2.3	6.8	.	.	i	26	-0.85	-0.045	-0.17	1.6	-0.39	1222	2.0	1438
6	Cc1ccc(/C=N/Nc2nnc(Cc3ccccc3)c(=O)[nH]2)o1	5%	0.1%	i	-3	3.4	1.3	12	0	696	i	60	0.9	-0.21	0.37	-0.036	0.34	1578	-5.5	1134
7	Cc1cccc(S(=O)(=O)Nc2nc3ccccc3nc2NCc2ccco2)c1	-7%	-1.4%	i	-4	5.2	2.9	6.0	-2	755	i	43	0.5	-0.4	0.47	0.37	0.66	1251	-0.8	990
8	Cc1ccc(-c2nnc(Oc3ccc(NC(=O)c4ccccc4)cc3)c3ccccc23)cc1	18%	-0.2%	i	30	7.6	6.2	9.2	2	653	i	48	1.9	-0.13	1.8	-3.1	-0.29	1438	-0.3	1131
9	CC(=O)c1ccc(N2CCN(c3ncc(C(F)(F)F)cc3Cl)CC2)cc1	-7%	1.6%	i	10	1.3	1.2	5.3	3	781	i	22	-0.15	-0.21	0.27	0.62	.	.	-2.6	1187
10	Cc1ccc(S(=O)(=O)/N=S(/c2ccccc2)C(C)C)cc1 (stereo unspecified)	-8%	.	.	.	.	.	.	-8	725	i	37	0.34	-0.19	0.17	0.27	-0.27	1454	-3.4	1153
11	CCOC(=O)C1=NNC(C(=O)c2ccc(Cl)cc2)C1c1ccccc1 (stereo unspecified)	0%	0.6%	i	-7	1.8	1.9	9.1	5	615	i	13	-0.59	-0.21	-0.15	0.46	-0.08	1348	-0.7	982
12	CCOC(=O)C1(C)NC(c2cccs2)C2C(=O)N(c3ccc(OC)cc3)C(=O)C21 (stereo unspecified)	0%	0.3%	i	-14	3.6	0.7	4.6	-3	717	i	58	0.19	-0.12	0.47	-0.6	-0.37	1413	-2.0	1037
13	CCCCNC(=O)c1ccc(NC(=O)C2CCCO2)cc1 (stereo unspecified)	-9%	.	i	5	3.9	2.1	3.4	-25	684	i	26	2.4	0.097	2.4	-2.6	1.6	1119	-0.7	981
14	CC(=O)N1CCN=C1SCc1ccc(Br)cc1	2%	-2.5%	.	.	2.7	2.7	7.2	-3	667	i	36	-0.19	-0.19	0.17	-0.08	-0.68	1681	3.4	1006
15	CCC1CCCCN1C(=O)c1cccc(S(=O)(=O)Nc2cc(C(F)(F)F)ccc2Cl)c1 (stereo unspecified)	5%	-1.8%	i	3	2.6	3.6	5.3	0	616	i	13	-0.22	-0.33	-0.03	-0.18	-0.04	1291	-3.5	539
16	CCCc1ccc(C(=O)NNC(=O)c2ccc(Br)cc2)cc1	-19%	-3.8%	i	-11	2.9	2.7	7.6	-9	709	i	24	-1	-0.22	-0.46	-0.2	1.1	1061	.	.
17	CCOCCOC(=O)C1=C(C)N(C)C(=O)NC1c1cc(Cl)c(O)c(OCC)c1 (stereo unspecified)	-5%	-0.8%	i	16	5.3	2.1	3.1	-8	772	i	29	0.16	0.069	0.44	-0.048	.	.	-2.0	520
18	COc1cc2c(cc1NC(=O)CSc1nnc(COc3ccc(Cl)cc3)n1C)oc1ccccc12	-3%	-0.4%	i	-1	13	6.0	4.4	.	.	i	43	0.083	-0.2	0.9	-0.25	-0.51	1610	1.2	1346
19	Cc1ccccc1OCC(=O)Nc1nc(C)c(C(=O)N(C)C)s1	4%	-1.5%	i	-10	1.6	2.2	7.0	-3	690	i	53	-0.22	-0.28	-0.44	0.47	0.1	1353	.	.
20	CN1C(=O)CC(Nc2cccc3cccc(N)c23)C1=O (stereo unspecified)	-5%	.	i	-16	4.7	5.0	2.1	3	732	i	43	-0.8	-0.077	-0.29	0.5	2	1036	1.1	1077

Remaining list, next part
entry	structure	PhoP inhibition	ER stress rescue	Autophagy mod	Autophagy mod cell loss 18 h	MT stabilize HCS	MT stabilize HCS Hoechst-high %	MT stabilize HCS cytotoxicity %	Lipid droplet	Lipid droplet cells 6.5 µM	T cell modulator	T cell modulator vesicle-bound %	Dynein cargo inh	Dynein cargo inh cytoplasmic EGFP	Dynein cargo inh nuclear GR-EGFP	Dynein cargo inh cell count	Ins promoter up	Ins promoter up cell count	b-catenin transl	b-catenin transl cell count 5 µM
21	CN(/N=C/c1ccncc1)c1cnc2ccccc2n1	1%	.	i	11	8.9	2.4	16	1	712	i	36	-0.95	-0.26	-0.78	1.7	-0.86	1031	-1.3	1091
22	COC(=O)c1ccc(NC(=O)C23CC4CC(C2)CC(n2cncn2)(C4)C3)cc1	2%	-1.3%	i	18	5.2	2.0	0.7	-22	695	i	6	1.4	0.63	0.57	-0.041	.	.	2.4	1030
23	CON1C(=O)C(=O)N(OC)C(C)(C)C1(C)C	-8%	19%	i	-8	6.0	1.4	7.7	5	633	i	18	-0.19	-0.26	-0.34	0.27	.	.	-0.8	980
24	C/C(=N\NS(=O)(=O)c1ccc(Cl)c([N+](=O)[O-])c1)c1ccc(C)o1	-8%	5.3%	i	24	2.6	1.6	2.8	-1	795	i	15	-0.97	0.53	-0.26	1.2	0.05	917	-2.0	1201
25	COc1cccc(C(=O)N2CCN(C(=O)c3cccs3)CC2)c1OC	4%	1.6%	i	-2	2.8	0.2	30	-8	752	i	11	-0.72	-0.23	-0.11	0.61	-0.08	1158	1.3	1146
26	Cc1ncc(CO)c(/C=N/NC(=O)c2cc(Br)ccc2O)c1O	18%	-1.9%	i	-8	4.4	2.4	9.0	3	684	i	32	-0.62	-0.2	-0.63	0.6	1.4	1190	-0.8	1072
27	COC(=O)c1ccccc1NC(=S)NC(=O)COc1ccccc1Cl	-3%	1.1%	i	-1	1.9	1.1	6.6	.	.	i	17	1.5	-0.17	0.8	-1.3	0.06	1468	-0.6	1344
28	C=CCNC(=O)c1onc(CSc2ccc(Cl)cc2)c1C(=O)NCC=C	-2%	.	.	.	.	.	.	.	.	i	46	-0.35	1.1	0.056	-0.058	-0.34	894	-1.4	1205
29	Cc1ccc(CNn2cnnc2SCC(=O)NC(C)(C)C)cc1	1%	2.8%	i	3	5.1	2.2	12	11	723	i	22	0.17	-0.26	0.21	-0.1	0.14	866	-3.1	1187
30	COc1ccc(-c2[nH]n(-c3ccc([N+](=O)[O-])cc3)c(=O)c2C=NCC2CCCO2)cc1 (stereo unspecified)	1%	-1.5%	i	18	2.4	1.4	7.0	-2	679	i	57	-0.87	1.6	-0.079	0.74	-0.7	1281	0.3	1095

Screens from PubChem BioAssay.
